Screens: PubChem BioAssay, several laboratories
GAA850 FXN act: frataxin GAA850 promoter activation | HEK293 lucGAA850 FXN promoter luciferase reporter, 24 h; percent of 10 µM SAHA response | activation, % at 6 µM | 360,000 compounds, 0.56% hits | AID 540364;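 active = activation above the average of all compounds screened plus 3 SD, cutoff fixed separately per campaign, cut at about 7.5% in these data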;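 note: 0% = DMSO wells and 100% = 10 µM SAHA wells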
hgDAF-12 ag: hgDAF-12 agonism, primary luciferase screen | HEK293 GAL4-hgDAF12 UAS-luciferase reporter, agonist luminescence; normalized to butyrate control | activation, % at 6.8 µM | 370,000 compounds, 1.8% hits | AID 687014;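 active = activation above a cutoff set at the mean of all screened compounds plus 3 SD, cut at about 10% in these data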;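 note: 0% = DMSO wells and 100% = sodium butyrate wells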
DAX1 inh-1: inhibits human nuclear receptor DAX1; P51843; HEK293 Gal4-DAX1 luciferase reporter, luminescence; inhibition, % at 6.75 µM; 340,000 compounds, 0.99% hits; AID 504766;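 active = inhibition above the mean over all tested compounds plus 3 SD, cut at about 4.2% in these data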;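 note: 0% = DAX1-transfected cells with DMSO and 100% = empty-vector control cells with DMSO; inhibition shows as a rise in luminescence from relieved DAX1 repression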
Target sequence (P51843 207-470 limits assumed): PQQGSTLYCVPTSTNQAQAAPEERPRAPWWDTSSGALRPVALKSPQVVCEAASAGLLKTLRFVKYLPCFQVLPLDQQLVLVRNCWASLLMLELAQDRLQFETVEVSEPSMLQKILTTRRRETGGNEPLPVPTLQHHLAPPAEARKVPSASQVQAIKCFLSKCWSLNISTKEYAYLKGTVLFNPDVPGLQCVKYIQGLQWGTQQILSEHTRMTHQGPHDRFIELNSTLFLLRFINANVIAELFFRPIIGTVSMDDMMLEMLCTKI
GC-A act: GC-A (human) enzyme activation. HEK293 GC-A cells, cGMP TR-FRET, EC30 ANP; 0% at EC30 ANP, 100% saturating ANP. 370,000 compounds, 0.14% hits. activation, % at 10 µM; in the data active = activation above about 40%
hcDAF12 agonist: activates DAF-12 receptor from parasite H. contortus | HEK293 hcDAF-12 lit1-tk-luc reporter, luminescence; 0% DMSO, 100% Δ7-dafachronic acid | activation, % at 6.8 µM | 370,000 compounds, 1.4% hits;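 active = activation above the mean of all tested compounds plus 3 SD, cut at about 5.5% in these data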;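 note: 100% = response to 3 µM Δ7-dafachronic acid high control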
ADAM10 inh: ADAM10 inhibition, QFRET primary screen | O14672 | 370,000 compounds, 0.62% hits | inhibition, % at 7 µM | recombinant ADAM10, EDANS/DABCYL FRET peptide cleavage, 3 h;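 active = inhibition above a per-campaign cutoff equal to the mean of compounds falling between control-based bounds plus 3 SD, cut at about 20% in these data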;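 note: 0% = DMSO wells while the 100% control is not disclosed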
ssDAF12 agonist: activators of S. stercoralis DAF-12 nuclear receptor; AID 652126; activation, % at 6.8 µM; 370,000 compounds, 1% hits; HEK293 ssDAF-12/GRIP1 lit1-tk-luc reporter, luminescence; % of 3 µM dafachronic acid response;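 active = activation above the mean over all tested compounds plus 3 SD, cut at about 0.9% in these data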;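 note: 0% = DMSO-only wells and 100% = 3 µM delta7-dafachronic acid wells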
ADAM17 inh: ADAM17 inhibition, QFRET primary screen; P78536; recombinant ADAM17, EDANS/DABCYL FRET peptide cleavage; inhibition, % at 6.95 µM; 370,000 compounds, 0.83% hits; AID 720648;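 active = inhibition above the mean of compounds lying between control limits plus 3 SD, set per campaign, cut at about 8.5% in these data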;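 note: 0% = DMSO-only wells as the low control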
Target sequence (P78536 215-824 limits assumed): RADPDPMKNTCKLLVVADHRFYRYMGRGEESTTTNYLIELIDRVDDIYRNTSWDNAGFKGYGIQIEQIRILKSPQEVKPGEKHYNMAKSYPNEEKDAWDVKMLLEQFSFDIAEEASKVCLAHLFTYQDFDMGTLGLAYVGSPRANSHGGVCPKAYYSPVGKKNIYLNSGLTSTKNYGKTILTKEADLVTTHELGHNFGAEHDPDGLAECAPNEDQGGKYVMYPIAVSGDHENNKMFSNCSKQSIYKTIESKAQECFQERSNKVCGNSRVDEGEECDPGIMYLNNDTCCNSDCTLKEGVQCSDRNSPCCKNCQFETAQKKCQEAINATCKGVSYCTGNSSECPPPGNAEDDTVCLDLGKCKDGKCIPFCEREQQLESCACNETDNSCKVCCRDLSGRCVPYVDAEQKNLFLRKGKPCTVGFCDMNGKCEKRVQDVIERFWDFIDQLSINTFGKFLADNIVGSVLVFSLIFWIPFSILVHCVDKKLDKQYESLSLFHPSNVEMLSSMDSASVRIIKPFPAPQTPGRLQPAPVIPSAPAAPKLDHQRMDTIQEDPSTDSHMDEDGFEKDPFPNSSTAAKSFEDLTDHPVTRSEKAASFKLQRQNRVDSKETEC
SMARCA2 act: increases SMARCA2 function in MMTV reporter cells; MG213 cells, MMTV-luciferase reporter, dexamethasone, overnight; activation, % at 9.1 µM; 370,000 compounds, 1% hits; AID 652017; in the data active = activation above about 7.8%;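 note: 0% = vehicle wells and 100% = reference activator wells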
PG9 Ab binder: binds the HIV-1 gp120 antibody PG9; TR-FRET gp120-PG9 antibody binding; inhibition, % at 6.7 µM; 360,000 compounds, 0.43% hits; in the data active = inhibition above about 8.5%
DAX1 inh-2: DAX1 (NR0B1) inhibition, primary screen | HEK293T StAR-luciferase reporter, SF-1/DAX-1 repression relief | inhibition, % at 6.8 µM | 370,000 compounds, 1.1% hits | AID 652010;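 active = inhibition above the mean over all tested compounds plus 3 SD, cut at about 3.6% in these data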;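 note: 0% = DAX-1 cells with DMSO and 100% = cells lacking DAX-1 with DMSO; higher inhibition means more luminescence from relief of DAX-1 repression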
Numbers without * were called inactive; i = inactive; . = no result given. Random draw from the library. About 6.8% of those tested had a hit in this group.

smiles	ssDAF12 agonist	PG9 Ab binder	DAX1 inh-2	hcDAF12 agonist	DAX1 inh-1	hgDAF-12 ag	ADAM17 inh	GC-A act	ADAM10 inh	SMARCA2 act	GAA850 FXN act
O=C(NNc1cc(N2CCOCC2)nc(N2CCOCC2)n1)c1ccc([N+](=O)[O-])cc1	-0.5	-5.4	-0.9	-2.1	-0.3	0.2	-4	-5	-5	-3	0.5
O=C(NCCS(=O)CCNC(=O)C(F)(F)F)C(F)(F)F	-1.2	1.5	0.6	0.0	-0.8	-1.7	-2	-1	-3	-2	1.0
COc1ccc(-c2cc(C(=O)Nc3c(C)n(C)n(-c4ccccc4)c3=O)no2)cc1OC	-0.2	-0.9	-0.4	-0.3	-1.3	0.5	-3	6	8	-1	-0.4
O=C(Cc1ccccc1)NCC(=O)N/N=C/c1cccnc1	-0.9	-1.4	0.1	0.2	1.0	-0.2	-1	-1	-4	0	0.3
O=C(NCC(c1cccnc1)N1CCN(c2ccccc2F)CC1)C1CCCCC1 (stereo not given)	-1.6	2.0	0.4	-1.8	-1.1	-1.7	-3	1	-14	-4	-2.5
Cn1cc(Cc2ccc(C(=O)N3CCN(Cc4ccccc4)CC3)cn2)c2ccccc21	-0.5	-2.2	-1.6	-0.5	.	-2.7	-4	0	-14	-4	-2.0
O=C1CC(c2ccc(S(=O)(=O)NCc3ccncc3)cc2)CN1 (stereo not given)	-0.1	-1.5	-0.3	-1.2	3.2	-0.1	-2	1	-16	-2	-0.8
CCc1ccc(NC(=O)CC2S/C(=N/N=C3CCCCCC3)NC2=O)cc1 (stereo not given)	-1.1	2.0	-0.1	-1.4	1.4	-1.6	3	0	-1	0	1.1
CC(C)N(c1ccccc1)c1ccc(NC(=O)[C@@H]2O[C@H](CO)[C@H](O)[C@H](O)[C@H]2O)cc1	-1.3	-2.3	0.1	0.5	.	2.2	2	0	-3	1	-1.1
CC(Cc1ccccc1)Nc1ncnc2c1ncn2C1OC(CO)C(O)C1O (stereo not given)	-1.3	-0.1	1.4	-3.4	-0.3	-3.9	-6	-3	-10	3	8.7*
CCOC(=O)c1sc2nc(C)cc(-c3ccccc3)c2c1N	-1.7	-1.6	-0.7	-1.9	-1.0	-1.3	-29	11	-152	-2	1.3
O=C(N/N=C/c1cccnc1)c1cccc(S(=O)(=O)N2CCCC2)c1	-1.1	0.2	0.1	0.2	1.7	-2.6	-1	0	4	3	0.6
COc1cccc(-n2nnnc2SCC(=O)Nc2cccc(C)n2)c1	-0.8	-1.1	-0.6	-0.7	-0.3	-0.4	-4	-3	-9	4	0.9
Cc1nc(N)sc1-c1nnc(SCC(=O)Nc2ccccc2C(F)(F)F)n1C	-1.5	-3.4	0.2	1.1	2.4	2.6	0	2	1	1	-1.0
CCN(CC)C(=O)C1=C(C)N(Cc2ccc(F)cc2)C(=O)C(CC(=O)NC2CCCCC2)C1 (stereo not given)	-0.9	0.6	-0.7	-1.4	0.5	-1.0	-2	-2	-13	-6	1.8
C#CCOCCOCCOCCNc1nc(N2CCN(C(=O)[C@H](C(C)C)n3cc(CCO)nn3)CC2)nc(N2CCN(C(=O)[C@H](CCCCN)n3cc(CCCC)nn3)CC2)n1	-1.0	0.2	0.1	-1.2	0.0	2.4	-1	2	-2	1	0.6
Cc1nc(N2CCN(c3ccccc3)CC2)[nH]c(=O)c1CCC(C)C	-0.9	-3.1	-0.3	0.7	1.7	1.0	-2	1	-6	5	1.5
Cc1coc2c(C)c3oc(=O)c(CCC(=O)NCCN4CCOCC4)c(C)c3cc12	-1.0	-1.1	-0.1	-1.2	-0.5	3.6	-63	2	-238	1	-0.7
C=CCN(C(=O)[C@@H](C)[C@@H](O)c1ccc2ccccc2c1)c1ccccc1	-0.1	.	-1.8	-0.3	.	0.0	-3	-3	1	-2	.
Cc1ccc(N2C(=O)C3NN=C(C(=O)OCc4ccccc4)C3C2=O)cc1 (stereo not given)	-0.9	-1.4	0.5	-0.7	1.0	2.0	-3	5	-1	-2	-1.2
Cc1noc(C)c1C(=O)N1CCC(n2nnc3ncccc32)CC1	-1.4	.	-0.1	-1.4	.	2.0	1	2	-2	-2	.
c1ccc(CN2CCN(CCOCCOc3cccc4ccccc34)CC2)cc1	0.2	0.4	0.7	-1.8	0.5	-7.2	-1	-8	-8	-5	-2.2
Cc1csc2ncc(C(=O)NC(C)c3ccccc3)c(=O)n12 (stereo not given)	-0.9	-0.7	-0.9	4.1	0.7	-3.6	-294	9	i	0	2.6
O=C(c1cccn2c(=O)c3ccc(Cl)cc3nc12)N1CCN(Cc2ccc3c(c2)OCO3)CC1	-0.2	1.6	0.4	1.2	0.3	-2.2	-191	8	i	-4	1.2
COc1ccc(/C=C/C(=O)NCCSCc2ccco2)cc1	-1.7	-1.3	-0.3	0.8	-0.3	-0.7	-1	3	5	2	3.9
CCCCN(C)CCCNC(=O)Cn1c(=O)sc2ccccc21	-0.2	-0.6	0.0	-0.6	-0.9	0.8	-3	-2	1	1	0.1
O=c1[nH]c(=S)c2[nH]c(=S)n(-c3ccccc3)c2[nH]1	-0.2	-2.7	-0.5	2.5	0.5	0.4	-3	-2	-10	-3	1.7
Nc1cccc2c1C(=O)N(C(=O)c1cccc(S(=O)(=O)N3CCCC3)c1)C2=O	-0.2	1.0	0.4	2.5	0.1	2.9	-116	5	-390	-2	1.4
CCOc1ccc(/C=C/c2nc(C#N)c(NCCCN(C)C)o2)cc1	-1.6	-3.9	-0.5	-1.7	1.2	-0.4	-119	5	-339	3	2.7
CCc1ccc(NC(=O)c2cnc3scc(C)n3c2=O)cc1	1.2*	0.3	2.5	5.8*	0.6	9.6	-1	6	-7	2	2.4
O=S(=O)(c1ccc(Cl)cc1)N1CCN=C1SCc1cccc(Cl)c1	-1.7	-3.3	-0.1	-1.8	-1.1	0.3	7	-7	20	-4	1.6
Cc1ccc(O)c(NC(=O)COc2cc(C)ccc2C)c1	-1.2	-1.1	0.6	-0.6	1.6	-1.0	-1	0	2	-6	2.1
CCOC(=O)c1cc2sc(C)cc2n1CC(=O)N1CCOCC1	-1.0	-2.6	-0.4	-2.4	-0.1	-0.1	0	-4	6	2	-0.8
Cc1noc(C)c1C(=O)N1CCC1(C)C(=O)NS(=O)(=O)c1ccc(Cl)cc1 (stereo not given)	-0.5	1.6	0.1	-1.7	.	0.7	-3	-1	-11	-8	1.0
CCOC(=O)/C=C/C(=O)OCC(=O)Nc1ccc(Cl)cn1	-1.2	-0.2	-0.7	-0.3	0.1	-0.2	-5	7	-3	2	3.5
CCc1ccc(NC(=O)CSc2nnc(CNC(=O)c3ccco3)o2)cc1	-1.2	0.0	-0.5	0.8	-0.1	-1.0	-2	0	-4	-2	0.9
O=C(NNC(=O)c1cccc(-n2cnnn2)c1)c1ccccc1	-1.3	0.9	-0.1	-0.4	0.6	-2.3	-3	1	-3	-2	0.4
CC(NS(=O)(=O)c1cccc(Cl)c1F)[C@H](O)c1ccccc1 (stereo not given in full)	-0.5	-1.3	-1.2	-0.8	2.9	0.3	-4	-1	-9	3	0.9
O=S(=O)(c1ccccc1C(F)(F)F)N1CCOCC1	-1.2	1.3	0.5	-0.8	0.1	-0.6	-5	5	-9	-1	-1.6
CCN(C(=O)Cc1nc(N)n[nH]1)C1(C(=O)Nc2ccccc2)CCCCC1	-2.0	1.0	0.7	0.0	-0.3	1.9	-2	5	3	-4	0.6
C=CCc1ccc(OCC(O)CN2CCN(Cc3ccccc3)CC2)c(OC)c1 (stereo not given)	-1.3	-0.9	-0.5	0.6	-0.1	-2.9	0	2	0	0	0.8
C=CC[C@H](CC(=O)NCCO)C(=O)N[C@H](COC(=O)[C@@H](CC=C)Cc1ccc(F)cc1)c1ccccc1	-1.6	0.1	-0.3	-1.2	-0.5	-2.1	-3	0	-2	-2	1.7
CCC1CCCCN1C(=O)C1CC(c2cc(Cl)c(OC)cc2OC)=NO1 (stereo not given)	-2.0	0.0	0.0	-0.7	-0.3	1.4	-2	0	-7	1	3.4
C/C(=N\NC(=O)c1cccc(N/N=C(\C)c2ccco2)c1)c1ccco1	-1.1	-2.9	1.1	2.4	-1.2	6.8	1	-4	-6	4	3.6
O=C(CC1(CC(=O)N2CCOCC2)CCCC1)Nc1ccccc1	-1.2	-0.5	1.4	-0.4	1.2	-2.0	2	-1	-5	-1	0.9
Cc1cc(C)c2c(N=NN3CCOCC3)[nH]nc2n1	0.4	-2.6	0.1	0.1	-1.3	-2.8	-2	1	11	1	2.9
O=C(Cc1cc(=O)[nH][nH]1)N/N=C/c1cccc2ccccc12	-1.1	-1.6	-0.1	-1.8	-0.5	-0.6	2	5	8	-5	0.2
Cc1ccc(S(=O)(=O)N/N=C/c2c(F)cccc2Cl)cc1	-1.3	-0.7	-0.8	0.1	0.0	0.5	2	-4	0	-5	0.9
Cc1ccc(NC(=O)COC(=O)CN2C(=O)c3ccccc3C2=O)cc1	-1.1	0.3	-1.8	-1.1	-0.6	2.5	-4	-1	-5	-2	1.2
C=CCc1cccc2cc(C(=O)NC)c(=O)oc12	-1.1	0.1	0.1	-0.5	-0.5	0.3	-28	1	-76	-1	-1.0
CC1Cc2ccccc2N1S(=O)(=O)c1cnc(Cl)c(Cl)c1 (stereo not given)	-0.9	-0.1	-0.5	-0.6	-0.4	-1.4	-3	-21	-2	-2	-3.5
CN(C)CCN(C(=O)/C=C/c1cccs1)c1nc2ccc(Br)cc2s1	-1.1	-2.4	-0.1	2.8	0.6	2.6	-7	0	-7	1	4.3
O=C(O)CSCC(=O)Nc1ccc(C(=O)O)cc1	-1.2	-1.7	-1.0	-1.5	1.8	0.4	-3	0	4	-1	-0.1
Cc1ccc2cc(/C=C(\C#N)C(N)=O)c(N3CCCCC3)nc2c1	-1.4	-0.1	-0.1	-1.1	0.4	-2.3	-11	3	-24	4	0.8
COc1ccc(C(NC(=O)CNC(C)=O)C(=O)Nc2ccc(C(C)C)cc2)cc1 (stereo not given)	-1.4	-0.6	-0.7	-2.1	-0.1	-0.3	-1	1	-6	-2	-1.6
FC(F)(F)c1ccccc1NC(=S)NC1CCN(Cc2ccccc2)CC1	-0.9	-0.3	0.9	-1.6	0.8	-0.3	-1	-2	-6	-2	1.5
CCc1ccc(N2CC(C(=O)N/N=C/c3cc([N+](=O)[O-])ccc3O)CC2=O)cc1 (stereo not given)	-1.3	-2.1	-0.2	0.1	.	-1.3	-2	-7	-2	-2	-4.0
